UDG counter: Primary qHTS assay for inhibitors of Activation Induced Cytidine Deaminase (AID): UDG Counterscreen signal; Potency, µM (highest dose often 115 µM), inactives show top-dose activity change, negative = inhibition, usual class: inhibitors; 0.14% of 91,000 active; Uracil-DNA glycosylase; FRET deamination/UDG coupled assay, UDG read, 4 h; note: nearly all actives have a fitted effect of over 65% in size
AID inh: Primary qHTS assay for inhibitors of Activation Induced Cytidine Deaminase (AID): AID signal; Single-stranded DNA cytosine deaminase (Homo sapiens), Q9GZX7; AID deamination FRET fluorescence, UDG-coupled, 4 h; Potency, µM (series often up to 115 µM), inactives show at the highest dose activity change, negative = inhibition, actives largely listed as inhibitors; 0.32% of 91,000 active; note: nearly all actives have a fitted effect of over 25% in size
Target sequence (Q9GZX7 whole entry, looked up): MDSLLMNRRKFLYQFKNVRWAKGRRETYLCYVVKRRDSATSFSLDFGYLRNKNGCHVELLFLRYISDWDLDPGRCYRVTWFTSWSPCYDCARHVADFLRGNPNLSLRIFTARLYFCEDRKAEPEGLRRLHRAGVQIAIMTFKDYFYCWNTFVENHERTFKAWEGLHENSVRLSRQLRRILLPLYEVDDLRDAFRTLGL
* hit, by the source's call; [ ] = another dose, or the depositor's remark. Calls come from the whole dose curve; as a rule, active = well fitted curve in the direction sought with a large enough effect; inconclusive = small, poorly fitted or top-dose-only effect, or another doubt; inactive = no such curve, though single readings can be large; an effect the other way counts as inactive or inconclusive. % is set by controls: 0 for no effect and ±100 for the full control effect; potency is the fitted concentration of half-maximal effect.

For Cc1ccc(-c2nc(CS(=O)(=O)CC3CCCO3)co2)c(C)c1 (stereo not drawn) the results were UDG counter -1% and AID inh -3%.
Cc1nn(-c2ccccc2)c2c1N(CCCC(=O)NCc1ccc(N(C)C)cc1)C(=O)CS2 was read as UDG counter inconclusive and AID inh 4%.
c1ccc2c(CNC3CC3)cccc2c1 was read as UDG counter 1% and AID inh 0%.
Cc1ccc(CN(C(=O)Nc2cccc(Cl)c2)c2ccccn2)cc1 was read as UDG counter inconclusive and AID inh -18%.
For CCOc1ccc(C(=O)c2oc3ccccc3c2NC(=O)Cc2coc3cc(C)cc(C)c23)cc1 the results were UDG counter 1% and AID inh 5%.
COc1cc(Br)cc2cc(-c3nc(-c4ccccc4C)no3)c(=O)oc12 was read as UDG counter -4% and AID inh 14%.
Screening Cc1c(C(=O)Nc2cccc(C(F)(F)F)c2)oc2ccc(S(=O)(=O)N3CCC4(CC3)OCCO4)cc12 returned UDG counter -14% and AID inh 4%.
Screening Cn1nc(C(=O)Nc2cccc(Cl)c2)c2c1-c1ccsc1CC2 returned UDG counter -2% and AID inh 3%.
COc1ccc(/C=C\c2onc(C)c2S(=O)(=O)N2CCC(C(=O)Nc3ccc(C)c(F)c3)CC2)cc1 was read as UDG counter -2%[57.5 µM] and AID inh -10%.
`CCOC(=O)c1ccc(N2C(=O)c3n[nH]c(-c4cccs4)c3C2c2ccc(OCC)cc2)cc1` (stereo not drawn) gave UDG counter -5% and AID inh -19%.

3 compounds already listed, arranged by heavy-atom count, smallest number first:
Cc1ccc(CN(C(=O)Nc2cccc(Cl)c2)c2ccccn2)cc1 was read as UDG counter inconclusive and AID inh -18%.
Cc1nn(-c2ccccc2)c2c1N(CCCC(=O)NCc1ccc(N(C)C)cc1)C(=O)CS2 was read as UDG counter inconclusive and AID inh 4%.
For CCOc1ccc(C(=O)c2oc3ccccc3c2NC(=O)Cc2coc3cc(C)cc(C)c23)cc1 the results were UDG counter 1% and AID inh 5%.

The listing continues.
Screening CCn1c(=O)cc(OCC(=O)NCc2ccc(F)cc2Cl)c2ccccc21 returned UDG counter -6%[57.5 µM] and AID inh -6%[57.5 µM].
For Oc1ccc(C2(c3ccccc3)C=Cc3c(ccc4ccccc34)O2)cc1 (stereo not drawn) the results were UDG counter 1% and AID inh -1%.
Screening Cc1ccccc1/C=C(/C#N)C(=O)c1c(C)[nH]c2ccccc12 returned UDG counter -5% and AID inh -9%.
`O=C(O)/C=C/C(=O)Nc1ccc(Cl)c(C(F)(F)F)c1` gave UDG counter 7% and AID inh 12%.
Screening COCc1ccc(C(=O)NCC(C)c2ccccc2)cc1 (stereo not drawn) returned UDG counter -3% and AID inh 5%.
`N#CCCNC(=O)COC(=O)c1ccccc1-c1ncc(-c2ccc(F)cc2)o1` gave UDG counter 0% and AID inh -10%.
For Cc1nn(C(C)C(=O)Nc2ccc(C(C)C)cc2)c(=O)c2c1sc1ccccc12 (stereo not drawn) the results were UDG counter 0% and AID inh 11%.
For Cc1c(C(=O)O)oc2c1-c1nn(Cc3ccccc3Cl)cc1CC2 the results were UDG counter -12% and AID inh 23%.
Screening Fc1ccc(NC(=S)NC2CC2)cc1Cl returned UDG counter 16% and AID inh 9%.
For COc1ccc(C(=O)c2sc(NCc3ccccc3)nc2N)cc1 the results were UDG counter -6% and AID inh -6%.
`COc1ccccc1CN1CCN(C2CCN(C(=O)Nc3ccccc3)CC2)C(=O)C1=O` gave UDG counter -25% and AID inh -19%.
Cc1ccccc1Nc1c(-c2cccnc2)nc2ccc(Cl)cn12 was read as UDG counter -8% and AID inh -8%.
`CCc1ccc(/C=C(/C#N)c2nc3ccccc3s2)cc1` gave UDG counter -15% and AID inh 3%.
`CCCCOc1ccc(C(C)NC(=O)c2cccc(Nc3nc4ccccc4n4nnnc34)c2)cc1` (stereo not drawn) gave UDG counter -11%[57.5 µM] and AID inh 1%.
`COC(=O)NNC(=O)C1CCC(C)CC1` (stereo not drawn) gave UDG counter -7% and AID inh 17%.
For O=C1/C(=C/c2ccccc2Br)Cc2ccccc21 the results were UDG counter -3% and AID inh -19%.
CCSc1nc2ccccc2c(OCc2ccccc2Cl)c1C(=O)OC was read as UDG counter inconclusive and AID inh -6%.
For CCc1sc(C(=O)OCC(=O)c2ccc(OC)cc2OC)cc1C the results were UDG counter 6% and AID inh 14%.
For CC1(C)CC(NC(=S)NC2CC3CCC2C3)CC(C)(C)N1 (stereo not drawn) the results were UDG counter 1% and AID inh -3%.
`O=C(CN1c2ccc(Br)cc2-c2ccccc2S1(=O)=O)N1CCCCC1` gave UDG counter -7% and AID inh inconclusive.
Cc1cc(Nc2cccc(Cl)c2)nc2ccc(NC(=O)c3cccc(N(C)C)c3)cc12 was read as UDG counter -11% and AID inh -14%.
For COc1ccc(-c2nc3n(n2)C(c2ccccc2)C(C(=O)Nc2cccnc2)=C(C)N3)cc1 (stereo not drawn) the results were UDG counter -2% and AID inh 0%.
For OC1COc2ccccc2OCCOCCOc2ccccc2OC1 the results were UDG counter 1% and AID inh -4%.
`CC(=O)Nc1ccc(NC(=O)c2ccc(N(C)C)cc2)cc1` gave UDG counter 3% and AID inh 8%.
`CCN(CC)S(=O)(=O)c1nnc(NC(=O)COc2ccc(Cl)cc2)s1` gave UDG counter -5% and AID inh 2%.
`Cc1ccc(CNC(=O)CN2C(=O)CSc3ccc(S(=O)(=O)N(C)C)cc32)cc1` gave UDG counter -7% and AID inh -12%.
`CCN(CC)S(=O)(=O)c1cc(N2C(=O)CCS2(=O)=O)ccc1OC` gave UDG counter 1% and AID inh -4%.
`N#Cc1ncn(Cc2nnc(-c3ccccc3)o2)n1` gave UDG counter -5% and AID inh -3%.
CCCNC(=O)CSc1ncc(-c2ccccc2)o1 was read as UDG counter -1% and AID inh -8%.
`CCCC(=O)N1CCCN(C(C)C(=O)Nc2ccccc2Cl)CC1` (stereo not drawn) gave UDG counter 1% and AID inh 4%.
Screening O=C(COc1ccc(S(=O)(=O)NC2CCCCC2)cc1)Nc1ccc(C(F)(F)F)cc1 returned UDG counter -10% and AID inh 13%.
For O=C(CSc1nnc2scc(-c3ccc(Cl)cc3)n12)Nc1cccc(C(F)(F)F)c1 the results were UDG counter inconclusive and AID inh -3%.
`O=C(O)c1cc(S(=O)(=O)Nc2ccc(Cl)c3cccnc23)ccc1Cl` gave UDG counter -12% and AID inh 35%[activator].
COc1ccc(OC)c(CCNC(=O)CN2C(=O)COc3ccc(S(=O)(=O)N4CCCCCC4)cc32)c1 was read as UDG counter 21% and AID inh 6%.
`O=C(CN(CC1CCOC1)C1CC1)NC1CC1` (stereo not drawn) gave UDG counter 9% and AID inh 5%.
Screening CCSc1sc(CC)cc1C(C)=O returned UDG counter 0% and AID inh -3%.
Screening Cc1cccnc1NC(=O)c1cc(-c2cccnc2)nc2ccccc12 returned UDG counter 4% and AID inh 6%.
CC(=O)N1CCc2cc(NC(C)C(=O)Nc3ccc(OC(F)F)cc3)ccc21 (stereo not drawn) was read as UDG counter -10% and AID inh 5%.
For COc1cccc(N2CCN(C3C(=O)c4ccccc4N3C(C)=O)CC2)c1 (stereo not drawn) the results were UDG counter 5% and AID inh 103%[activator].
For O=C(c1ccc2c(c1)CCN2S(=O)(=O)c1ccc(Cl)cc1)N1CCN(c2ccccc2)CC1 the results were UDG counter -2% and AID inh -10%.
Cc1nc(NC(=O)c2c(F)cccc2Cl)sc1C was read as UDG counter 1% and AID inh 1%.
Screening COc1ccc(-c2cc(C)no2)cc1S(=O)(=O)Nc1cccc(C(F)(F)F)c1 returned UDG counter inconclusive and AID inh 6%.
For Cc1ccc(Nc2cc(-c3ccccc3)nc(C)n2)cc1 the results were UDG counter -21% and AID inh inconclusive.
For COCCN1Cc2cccc(C(=O)Nc3ccc(Cl)cc3Cl)c2C1=O the results were UDG counter -2% and AID inh -10%.
Screening N#Cc1cccc(OCC(=O)c2ccc3c(c2)CCC3)c1 returned UDG counter -6% and AID inh 0%.
Cc1ccc(/C=C(\C#N)c2nc(-c3ccc(-c4ccccc4)cc3)cs2)cc1 was read as UDG counter -9% and AID inh 23%.
For Cn1c(Cl)c(C=O)c2cc(C=O)ccc21 the results were UDG counter 1% and AID inh 13%.
For Cc1ccc(-c2csc(-c3ccc(O)cc3)n2)cc1 the results were UDG counter 5% and AID inh -4%.
CCc1nc2nc(C)cc(Nc3cccc(C)c3C)n2n1 was read as UDG counter -3% and AID inh -10%.
Screening COC(=O)c1scc(-c2ccccc2)c1S(=O)(=O)Nc1ccccc1 returned UDG counter 5% and AID inh 11%.
For COC(=O)c1ccc(COC(=O)COc2ccc(OCc3ccccc3)cc2)o1 the results were UDG counter -3% and AID inh 3%.
For O=c1ccc2ccc(OCc3nc(-c4ccccc4)no3)cc2o1 the results were UDG counter 2% and AID inh 8%.
`CC(C)(C#N)/[N+]([O-])=C/c1ccc(Cl)cc1Cl` gave UDG counter -1% and AID inh -2%.
`CCCCN1CC(c2nc3ccccc3n2CCCCOc2cccc(C)c2C)CC1=O` (stereo not drawn) gave UDG counter inconclusive and AID inh inconclusive.
Screening COc1cc(NS(=O)(=O)c2ccc(NC(=O)c3ccc(C(C)=O)cc3)cc2)nc(OC)n1 returned UDG counter 9% and AID inh -6%.
Screening Fc1ccc(Sc2ncccc2Cl)cc1 returned UDG counter 3% and AID inh -4%.
Screening Cc1ccc(N(CC(=O)Nc2ccc(Cl)cc2)S(=O)(=O)c2cccc3nonc23)cc1 returned UDG counter -9% and AID inh inconclusive.
Screening Cc1ccccc1OCC(=O)Nc1ccc(OCc2cc(=O)n3ccccc3n2)cc1 returned UDG counter -1% and AID inh -23%.
`CCN1CCC(NC(=O)Cc2cn(C)c3ccccc23)CC1` gave UDG counter 2% and AID inh 8%.
For CCC(CC)C(CNC(=O)c1ccccc1Br)N1CCOCC1 (stereo not drawn) the results were UDG counter 8% and AID inh 6%.
Screening Nc1nnc(SCC(=O)Nc2ccc(Cl)cc2)s1 returned UDG counter -14% and AID inh -13%.
NS(=O)(=O)c1ccc(N/N=C/c2cccc3ccccc23)c([N+](=O)[O-])c1 was read as UDG counter -9% and AID inh -11%.
Screening CCOc1cc2sc(N3CCC(C(=O)Nc4ccccc4Cl)CC3)nc2cc1Br returned UDG counter 14% and AID inh 17%.
Screening CCOC(=O)C1CCCN(c2ccc(C#N)cn2)C1 (stereo not drawn) returned UDG counter 7% and AID inh 7%.
Screening O=S(=O)(c1ccc2nc(N3CCN(c4ccccc4F)CC3)ccc2c1)N1CCCC1 returned UDG counter 8% and AID inh 0%.
`CCC(=O)N1CCc2cc(S(=O)(=O)NCCC(=O)Nc3cc(C)ccc3OC)ccc21` gave UDG counter 1% and AID inh 27%.
COc1cc(C(O)CO)ccc1OS(=O)(=O)O (stereo not drawn) was read as UDG counter 3% and AID inh -2%.
Cc1c(C(=O)Nc2nc(-c3ccc(F)cc3)ns2)oc2ccc(Cl)cc12 was read as UDG counter -1%[57.5 µM] and AID inh 3%.
CCNc1ccc(-c2nc(-c3ccccn3)no2)cc1[N+](=O)[O-] was read as UDG counter inconclusive and AID inh -2%.
Screening CC(=O)c1ccc(NC(=O)C(c2ccccc2)c2ccccc2)cc1 returned UDG counter -4% and AID inh -6%.
`COc1cc(OC)c(OC)cc1CNC(=O)c1cccc(S(=O)(=O)N2CCc3ccccc3C2)c1` gave UDG counter -2% and AID inh -10%.
`CCCOc1ccccc1C(=O)Nc1ccc(OCCC)c2ncccc12` gave UDG counter -9% and AID inh -8%.
`Cc1cc(C)c(C(=O)COC(=O)c2cccc(C)c2C)c(C)c1` gave UDG counter -7% and AID inh -10%.
`COc1ccc(C2N=C(N)Nc3nc4ccccc4n32)c(OC)c1OC` (stereo not drawn) gave UDG counter -1% and AID inh 4%.

Gathered by group: the entries above with fluorine
Screening Cc1c(C(=O)Nc2cccc(C(F)(F)F)c2)oc2ccc(S(=O)(=O)N3CCC4(CC3)OCCO4)cc12 returned UDG counter -14% and AID inh 4%.
COc1ccc(/C=C\c2onc(C)c2S(=O)(=O)N2CCC(C(=O)Nc3ccc(C)c(F)c3)CC2)cc1 was read as UDG counter -2%[57.5 µM] and AID inh -10%.
Screening CCn1c(=O)cc(OCC(=O)NCc2ccc(F)cc2Cl)c2ccccc21 returned UDG counter -6%[57.5 µM] and AID inh -6%[57.5 µM].
`O=C(O)/C=C/C(=O)Nc1ccc(Cl)c(C(F)(F)F)c1` gave UDG counter 7% and AID inh 12%.
`N#CCCNC(=O)COC(=O)c1ccccc1-c1ncc(-c2ccc(F)cc2)o1` gave UDG counter 0% and AID inh -10%.
Screening Fc1ccc(NC(=S)NC2CC2)cc1Cl returned UDG counter 16% and AID inh 9%.
Screening O=C(COc1ccc(S(=O)(=O)NC2CCCCC2)cc1)Nc1ccc(C(F)(F)F)cc1 returned UDG counter -10% and AID inh 13%.
For O=C(CSc1nnc2scc(-c3ccc(Cl)cc3)n12)Nc1cccc(C(F)(F)F)c1 the results were UDG counter inconclusive and AID inh -3%.
CC(=O)N1CCc2cc(NC(C)C(=O)Nc3ccc(OC(F)F)cc3)ccc21 (stereo not drawn) was read as UDG counter -10% and AID inh 5%.
Cc1nc(NC(=O)c2c(F)cccc2Cl)sc1C was read as UDG counter 1% and AID inh 1%.
Screening COc1ccc(-c2cc(C)no2)cc1S(=O)(=O)Nc1cccc(C(F)(F)F)c1 returned UDG counter inconclusive and AID inh 6%.
Screening Fc1ccc(Sc2ncccc2Cl)cc1 returned UDG counter 3% and AID inh -4%.
Screening O=S(=O)(c1ccc2nc(N3CCN(c4ccccc4F)CC3)ccc2c1)N1CCCC1 returned UDG counter 8% and AID inh 0%.
Cc1c(C(=O)Nc2nc(-c3ccc(F)cc3)ns2)oc2ccc(Cl)cc12 was read as UDG counter -1%[57.5 µM] and AID inh 3%.

Assay outcomes from PubChem.

Not all compounds are listed; count on the stated rates, not on these rows.
